Source: PubChem BioAssay
PGK inhibitor – inhibitors of T. brucei phosphoglycerate kinase. P07378. PGK/GAPDH coupled, Kinase-Glo luminescence, 60 min. Potency, µM (titrated, usually from 57.5 µM), for inactives: at the top dose activity change, negative = inhibition, most hits filed as inhibitors. actives 0.043% (n = 380,000). AID 602233; also: % is scaled to controls: 0 for no effect and ±100 for the full control effect; nearly all actives have a fitted effect of over 60% in size
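Luminescent ATP detection (Kinase-Glo Plus) follows a 60-minute room-temperature incubation, with wells lacking PGK as controls. Buffer: 100 mM TEA (pH 7.6), 5 mM MgCl2, 0.01% Tween-20. Coupling enzyme GAPDH (100 nM final) supplies unstable 1,3-BPG in-well.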
JMJD2A Tudor inh – blocks the human JMJD2A Tudor domain | AlphaScreen JMJD2A-Tudor / H3K4me3 peptide binding | Potency, µM (doses to about 114 µM), inactives show at the highest dose activity change, negative = inhibition, usual class: inhibitors | actives 4.4% (n = 390,000); also: % is scaled to controls: 0 for no effect and ±100 for the full control effect; nearly all actives have a fitted effect of over 50% in size
Pin1 inhibitor – inhibitors of human Pin1; Q13526; Potency, µM (top dose mostly 115 µM), for inactives: at the highest dose activity, negative = inhibition, actives largely listed as inhibitors; actives 0.009% (n = 390,000); Pin1 FP peptide displacement, HiFluor488, 10 min; AID 504891; active = well fitted inhibition curve with a large enough effect in the polarisation, with a control signal flat, not every such curve was filed as active; inconclusive = small, poorly fitted or top-dose-only effect, or effect the other way, or a change in a side signal; inactive = no such curve, though single readings can be large or run the other way; the % refers to the polarisation; also: % is scaled to controls: 0 for no effect and ±100 for the full control effect
Target sequence (Q13526 whole entry, looked up): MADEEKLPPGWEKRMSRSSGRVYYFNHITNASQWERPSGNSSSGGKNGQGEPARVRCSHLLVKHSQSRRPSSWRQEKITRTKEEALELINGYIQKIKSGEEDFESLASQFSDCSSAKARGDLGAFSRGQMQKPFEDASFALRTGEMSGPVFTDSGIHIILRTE
ALOX12 inh – ALOX12 (human) lipoxygenase inhibition; P18054; purified 12hLO, xylenol orange hydroperoxide absorbance; Potency, µM (series often up to 108 µM), for the others: at the top dose activity change, negative = inhibition, usual class: inhibitors; actives 1.1% (n = 580,000); also: % is scaled to controls: 0 for no effect and ±100 for the full control effect
Target sequence (P18054 whole entry, looked up): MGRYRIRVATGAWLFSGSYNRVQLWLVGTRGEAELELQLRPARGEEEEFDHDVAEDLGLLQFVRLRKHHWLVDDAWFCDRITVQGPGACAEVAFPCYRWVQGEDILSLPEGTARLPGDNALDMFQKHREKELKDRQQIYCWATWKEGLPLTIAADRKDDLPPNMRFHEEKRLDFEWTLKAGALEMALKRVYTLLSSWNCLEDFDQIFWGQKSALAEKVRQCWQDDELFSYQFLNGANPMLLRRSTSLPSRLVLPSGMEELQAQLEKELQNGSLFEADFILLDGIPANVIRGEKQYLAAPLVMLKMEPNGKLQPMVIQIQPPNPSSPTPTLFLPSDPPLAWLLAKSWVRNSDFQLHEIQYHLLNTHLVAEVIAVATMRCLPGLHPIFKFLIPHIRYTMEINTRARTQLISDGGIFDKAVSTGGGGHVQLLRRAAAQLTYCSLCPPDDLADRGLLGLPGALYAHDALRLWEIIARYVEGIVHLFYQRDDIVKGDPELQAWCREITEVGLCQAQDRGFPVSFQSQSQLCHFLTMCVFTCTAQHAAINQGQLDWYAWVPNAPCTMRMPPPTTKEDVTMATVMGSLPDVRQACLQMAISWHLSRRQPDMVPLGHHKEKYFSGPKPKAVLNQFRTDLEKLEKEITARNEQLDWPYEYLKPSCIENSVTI
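Purified human 12hLO at 150 nM in 25 mM Hepes, 0.01% Triton X-100, pH 7.0, preincubated 15 min at room temperature with compound. Reaction started with 40 uM arachidonic acid, 30 min at room temperature. Hydroperoxide measured by Fe-xylenol orange, 573/405 nm absorbance ratio.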
TrxR1 inh – rat TrxR1 inhibition; recombinant rTrxR1, NADPH fluorescence consumption, selenite substrate; O89049; actives 1% (n = 390,000); Potency, µM (top dose mostly 114 µM), for the others: at the highest dose activity change, negative = inhibition, actives largely listed as inhibitors; also: % is scaled to controls: 0 for no effect and ±100 for the full control effect; nearly all actives have a fitted effect of over 65% in size
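Rat TrxR1 (90 nM in the dispensed reagent) was pre-reduced with 400 uM NADPH for 5 min at room temperature, then incubated with compound for 15 min. After 400 uM selenite was added, NADPH fluorescence (Ex 340/Em 450 nm) was followed for 8 min.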
ERG Ets-DNA blk – inhibitors of human ERG Ets domain-DNA interaction. Potency, µM (top dose mostly 76.9 µM), without a hit: at the top dose FP activity, negative = inhibition, most hits filed as inhibitors. P11308. fluorescence polarization, His-ERG Ets domain / labelled DNA. actives 0.028% (n = 370,000). AID 624246; active = well fitted inhibition curve with a large enough effect in the polarisation, with a control signal flat; inconclusive = small, poorly fitted or top-dose-only effect, or effect the other way, or a change in a side signal; inactive = no such curve, though single readings can be large or run the other way; the % refers to the polarisation;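 also: polarization taken with two DNA probes labelled with fluorescein and Texas red; % of control where 0% means no effect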
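His-tagged ERG Ets domain (1 uM in the protein solution; 300mM KCl, 50mM Tris-HCl, 1mM EDTA, 1mM DTT, pH 7.5) received compound, then a probe mix of 5 nM fluorescein-DNA and 100nM Texas-615-DNA. Fluorescence polarization was read for both dyes.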
GLS inh – glutaminase GLS (human) inhibition; actives 0.21% (n = 410,000); AID 624170; GLS enzymatic activity, qHTS titration; O94925; Potency, µM (titrated, usually from 45.5 µM), without a hit: at the top dose activity change, negative = inhibition, usual class: inhibitors; also: % is scaled to controls: 0 for no effect and ±100 for the full control effect
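hKGA; 45 mM KH2PO4 pH 8.2 + 0.02% Tween-20; cpd via pin tool; 1 mM Gln soln; GluOx/HRP/Amplex Red; RT 30 min; fluor. t0 & final.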
HP1b chromo inh – HP1-beta chromodomain-methylated histone interaction inhibition; P83916; AlphaScreen HP1-beta / biotin-H3K9me3 peptide binding; Potency, µM (top dose mostly 114 µM), inactives show at the top dose activity change, negative = inhibition, most hits filed as inhibitors; actives 0.56% (n = 390,000); AID 540317; also: nearly all actives have a fitted effect of over 70% in size; inactives centre near 23
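Compound inhibition of the preformed complex between 50 nM HP1-beta and 50 nM biotinylated H3K9me3 peptide was read by AlphaScreen. Buffer was PBS pH 7.4 with 0.01% Tween-20. Incubations ran 30 min at room temperature, with 10 ug/mL donor/acceptor beads.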
RGS4 inhibitor – human RGS4 inhibition. actives 0.039% (n = 390,000). Potency, µM (series often up to 114 µM), for inactives: at the highest dose activity change, negative = inhibition, actives largely listed as inhibitors. Transcreener GDP fluorescence polarization, RGS4-accelerated GTP hydrolysis. P49798. AID 504845; also: % is scaled to controls: 0 for no effect and ±100 for the full control effect; nearly all actives have a fitted effect of over 75% in size; some results filed as inactive show a strong effect at the top dose
Target sequence (P49798 whole entry, looked up): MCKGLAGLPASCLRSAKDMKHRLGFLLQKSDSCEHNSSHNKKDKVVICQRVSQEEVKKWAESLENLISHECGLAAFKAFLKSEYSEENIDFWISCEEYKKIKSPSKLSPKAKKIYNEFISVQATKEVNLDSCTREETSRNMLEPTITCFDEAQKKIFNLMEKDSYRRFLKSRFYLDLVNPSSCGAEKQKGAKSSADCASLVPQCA
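MLSMR compounds (23 nl, pin-transferred) preincubated 10 min at room temperature with a 500nM (2x) first reagent, then RGS4 at 900nM (2x) plus Transcreener GDP mix added; fluorescence polarization (620/688 nm) read before and after 90 min at 30 °C.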
* = called active by the depositor; i = inactive; ? = inconclusive; . = not tested or not shown; & = joins results of further samples; [ ] = remark or other dose. Unless noted, calls follow the shape of the dose curve; as a rule, active = well fitted curve in the direction sought with a large enough effect; inconclusive = small, poorly fitted or top-dose-only effect, or another doubt; inactive = no such curve, though single readings can be large; an effect the other way counts as inactive or inconclusive. Potency is read from the fitted curve at half-maximal effect. A portion of the library (hit frequency here may not be typical).

PGK inhibitor,JMJD2A Tudor inh,Pin1 inhibitor,ALOX12 inh,TrxR1 inh,ERG Ets-DNA blk,GLS inh,HP1b chromo inh,RGS4 inhibitor,SMILES
-2.0%,-11.2%,-1.6%,?,27.6%[57.1 µM],1.4%,?,44.8%,-16.6%,Cc1ccsc1CN1CC(=O)N(c2c(C)cccc2C)C1=S
2.2%,-20.4%,-6.5%,6.2%[57.4 µM],18.9%,.,-1.2%,18.9%,-2.9%,NC12CCc3c(no[n+]3[O-])C1(O)CC(c1ccccc1)=[N+]2[O-] (stereo unspecified)
-2.4%,-14.1%,-2.3%,0.0%,11.7%,-2.8%,0.2%,20.4%,25.4%,Nc1c(C(=O)CSc2nncn2-c2ccccc2)c(=O)[nH]c(=O)n1C1CC1
i,-14.7%,-0.9%,0.0%,10.7%[57.1 µM],-2.1%,7.8%,32.3%,-13.8%,O=C(COc1cccnc1[N+](=O)[O-])Nc1ccc(S(=O)(=O)N2CCOCC2)cc1
4.5%,-14.4%,4.5%,?,1.3%,1.5%,2.2%,41.6%,-2.1%,C[C@H](CO)N1C[C@H](C)[C@@H](CN(C)CC2CC2)Oc2c(NS(=O)(=O)c3ccc(F)cc3)cccc2C1=O
2.1%,-6.8%,-0.9%,1.9%,5.0%,28.7%,1.9%,30.0%,37.1%,CCOc1ccccc1NC(=O)NCc1ccc2c(c1)OCO2
-4.7%,?,1.3%,-8.6%,-5.2%[57.1 µM],-5.9%,2.8%,-12.1%,0.0%,O=C(c1cc(F)c(F)cc1Cl)N1CCN(c2ccc([N+](=O)[O-])c3ncccc23)CC1
-11.4%,-22.6%,-9.6%,-25.7%,9.6%[57.1 µM],7.2%,-10.1%,-20.4%,10.5%,COc1ccc(CCN2C(=O)CN(C3CCCCCC3)C(=O)C2c2ccc(OC(C)C)c(OC)c2)cc1OC (stereo unspecified)
-3.4%,-11.7%,-0.7%,?,-18.9%,5.8%,-5.4%,22.6%,13.4%,CCCCN1Cc2cc(C(=O)c3cc(OC)ccc3O)cnc2NC1=O
6.9%,-22.4%,3.0%,1.6%,-0.8%[57.1 µM],-1.1%,0.0%,1.9%,12.0%,O=c1[nH]c(C2CCN(S(=O)(=O)c3ccccc3F)CC2)nc2c1nnn2Cc1ccc(F)cc1
-3.7%,?,?,0.0%,13.1%,3.9%,-8.6%,?,-35.9%,COc1ccccc1-n1cnnc1SCC(=O)c1cc(C)n(Cc2cccs2)c1C
.,-36.0%,-15.5%,0.9%,11.4%,1.8%,7.3%,4.9%,8.3%,CCOc1ccc(NCc2cccn2-c2nnc(N3CCC(C(=O)NCCOC)CC3)s2)cc1
-1.2%,-6.5%,5.9%,5.1%,21.8%,-32.8%,4.1%,48.5%[activator],5.9%,C=CCn1c(COc2ccc(OC)cc2)nnc1SC(C)C(=O)NC1CC1 (stereo unspecified)
i,-12.0%,-9.0%,-5.0%,1.3%[57.1 µM],7.9%,7.1%,?,-17.0%,COc1ccc(S(=O)(=O)NCc2ccco2)cc1NC(=O)c1ccccc1
i,-9.1%,-10.8%,5.9%,27.1%,2.4%,2.3%,27.4%,-22.8%,CC(C)(C)N=C(NS(=O)(=O)c1cccs1)c1ccccc1
3.7%,-6.8%,-10.4%,195.2%[activator],-2.2%,2.4%[15.4 µM],19.3%,12.8%,-23.6%,Cc1ccc(NC(=O)CCCNC(=O)c2ccc(Cl)cc2)cc1S(=O)(=O)N1CCOCC1
i,-14.5%,0.9%,-0.4%,-5.5%,1.2%,7.5%,14.3%,24.6%,O=C(NCc1ccco1)NC1CCCCC1
-13.9%,-9.2%,2.1%,-23.5%,37.9%[activator],-9.2%,2.3%,31.8%[activator],-1.9%,CC(c1cccs1)N(Cc1ccco1)C(=S)Nc1ccccc1Cl (stereo unspecified)
-0.3%,-28.5%,-1.8%,7.08µM*,-18.5%,.,-4.0%,51.9%[activator],-25.8%,CCOC(=O)c1ccc(NS(=O)C23CC4CC(CC(C4)C2)C3)cc1 (stereo unspecified)
i,?,-11.6%,-12.6%,13.0%,-4.0%,1.5%,21.1%,-7.2%,CN1CCCN(C(=O)CC2(CC(=O)O)CCCCC2)CC1
-2.5%,-21.1%,-7.8%,-13.1%,19.2%[57.1 µM],1.9%,-6.7%,16.7%,-0.5%,C=CC[C@@H](CC(=O)N[C@@H](CO)Cc1ccccc1)C(=O)N[C@H](COC(=O)[C@@H](CC=C)Cc1ccc(F)cc1)Cc1ccccc1
-4.7%,-12.0%,22.3%,81.9%[activator],49.5%[activator],-2.5%,2.0%,45.0%[activator],-6.5%,COc1ccc(/C=C/c2nnc(NC(=O)c3ccco3)s2)cc1
-4.1%,-13.9%,-0.3%,-17.4%,-3.9%,-5.0%,8.5%,-0.9%,-11.1%,O=[N+]([O-])c1cccc(/C=N/Nc2nc(C(Cl)(Cl)Cl)nc3ccccc23)c1
-9.4%,51.8%[activator],10.3%,3.1%,10.4%[57.1 µM],-8.4%,-9.2%,61.2%[activator],-12.7%,O=c1c2ccccc2cnn1Cc1ccc(Cl)c(Cl)c1
5.8%,?,5.3%,?,9.8%[57.1 µM],8.3%,4.1%,-5.8%,-39.6%,O=C(Oc1ccc(C(=S)N2CCOCC2)cc1)c1ccc(F)cc1
1.3%,-8.1%,?,2.3%,?,0.8%,-0.6%,26.6%,-22.4%,O=C(N/N=C\c1ccc(-c2ccc([N+](=O)[O-])cc2)o1)c1ccc2c(c1)OCO2
i,-1.3%,3.1%,8.0%,4.3%,-3.7%,30.5%[activator],13.2%[57 µM],-22.2%,COc1ccc(F)cc1C(=O)C1CCCN(C(=O)c2ccccc2N(C)C)C1 (stereo unspecified)
-1.6%,?,5.3%,-16.4%,-16.5%,0.3%,-13.9%,24.8%,-38.8%,COc1ccc(CCNc2nc(=S)[nH]c3cc(OC)c(OC)cc23)cc1OC
-5.4%,-10.3%,11.9%,6.4%,23.4%,-10.9%,3.2%,20.9%,35.2%,Cc1c(C(=O)OC2CCCCC2)sc2nc[nH]c(=O)c12
-3.2%,-33.9%,6.1%,-6.8%,6.3%,-6.8%,8.9%,21.4%,-14.6%,O=c1oc2ccccc2c(N2CCN(c3ccc(F)cc3)CC2)c1CN1CCCC1
i,-29.8%,0.0%,.,23.4%,15.0%,-0.3%,35.5%,-28.4%,O=C(CSc1ccccc1C(=O)N1CCCCC1)NCC1CCCCC1
-7.4%,56.2µM*,0.5%,6.6%,28.0%[57.1 µM],0.5%,-14.6%,-1.7%[57 µM],19.3%,CCOc1ccc(CC(=O)Nc2nnc3n2CCS3)cc1
i,-0.7%,?,-8.6%,3.7%,3.4%,0.2%,51.0%[activator],-32.8%,CCC(C)(C)NC(=O)Nc1cc(Cl)ccc1OC
i,-10.0%,10.0%,0.0%,7.8%[57.1 µM],6.1%,-3.5%,43.2%[activator],-11.0%,CCOC1CS(=O)(=O)CC1OCC (stereo unspecified)
-2.9%,-9.7%,-15.9%,-19.8%&2.1%,12.9%[57.1 µM],-3.1%,-0.9%,4.6%,-6.6%,Cc1ccccc1CSc1nnc2[nH]c(=O)cc(-c3ccccc3)n12
1.9%,-16.9%,-12.1%,5.6%,-1.6%,-3.5%,-26.8%,14.1%,-1.1%,COc1ccc(/C=C/C(=O)Nc2nc3n(n2)C(c2ccc(F)cc2)C=C(c2ccccc2)N3)cc1 (stereo unspecified)
-3.8%,-12.8%,4.6%,-23.3%,-21.3%,-15.8%,-2.8%,11.3%,-11.7%,Cc1cccc(-n2c(N)cc(=O)[nH]c2=S)c1
-0.6%,-15.8%,2.9%,0.0%,5.6%,2.5%,-5.1%,27.6%,8.9%,O=C(NCC1CCCO1)c1ccc2c(=O)n(Cc3ccco3)c(SCC(=O)N3CCCC3)nc2c1 (stereo unspecified)

A draw from above in order of molecular weight, low to high.
PGK inhibitor,JMJD2A Tudor inh,Pin1 inhibitor,ALOX12 inh,TrxR1 inh,ERG Ets-DNA blk,GLS inh,HP1b chromo inh,RGS4 inhibitor,SMILES
-5.4%,-10.3%,11.9%,6.4%,23.4%,-10.9%,3.2%,20.9%,35.2%,Cc1c(C(=O)OC2CCCCC2)sc2nc[nH]c(=O)c12
i,-1.3%,3.1%,8.0%,4.3%,-3.7%,30.5%[activator],13.2%[57 µM],-22.2%,COc1ccc(F)cc1C(=O)C1CCCN(C(=O)c2ccccc2N(C)C)C1 (stereo unspecified)
1.9%,-16.9%,-12.1%,5.6%,-1.6%,-3.5%,-26.8%,14.1%,-1.1%,COc1ccc(/C=C/C(=O)Nc2nc3n(n2)C(c2ccc(F)cc2)C=C(c2ccccc2)N3)cc1 (stereo unspecified)
